Compound activity (PubChem BioAssay)
Pf Dd2 inh = inhibitors of Plasmodium falciparum Dd2 growth. P. falciparum Dd2 growth, SYBR Green, 72 h; active compounds read low. 94,000 compounds, 2.3% hits. activity change, % at 10 µM; in the data active means activity change below about -80%; inconclusive means no clear call, values can overlap the other calls
C diff growth = inhibitors of Clostridium difficile growth. AID 1259249. 86,000 compounds, 0.25% hits. growth activity, negative = inhibition, % at 16 µg/mL (by protocol). Clostridium difficile clinical isolate growth, OD600, 24 h; active compounds read low;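 active means mean growth activity at or below -80% and every replicate also at or below -80%; inconclusive means mean at or below -80% but some replicate above -80%; inactive means mean growth activity above -80%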;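 further: 0% = DMSO wells and -100% = levofloxacin 16 µg/mL wells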
GASC1 inh = blocks human GASC-1 (KDM4C) demethylase activity. GST-KDM4C 2-372, H3K9me3 peptide, LANCE TR-FRET. inhibition, % at 12.5 µM. 96,000 compounds, 0.15% hits;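 active means mean replicate inhibition above about 25%, with at least 55% of replicates also reaching it, limit read from the data, passing the limit was not always enough; inconclusive means only one of those two conditions met; inactive means neither condition met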
Target sequence (Q9H3R0 2-372 limits assumed): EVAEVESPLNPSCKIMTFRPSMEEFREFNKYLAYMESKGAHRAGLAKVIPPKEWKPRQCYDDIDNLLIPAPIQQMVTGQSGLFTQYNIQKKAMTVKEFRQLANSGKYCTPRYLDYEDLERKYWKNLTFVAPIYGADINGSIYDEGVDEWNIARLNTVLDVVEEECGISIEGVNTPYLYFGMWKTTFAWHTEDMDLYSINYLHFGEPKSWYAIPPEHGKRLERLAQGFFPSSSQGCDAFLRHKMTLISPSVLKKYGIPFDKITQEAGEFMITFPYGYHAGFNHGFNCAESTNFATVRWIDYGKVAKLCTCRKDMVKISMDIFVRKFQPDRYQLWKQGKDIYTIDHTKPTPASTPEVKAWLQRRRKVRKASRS
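Test system – GST-tagged GASC-1 (JMJD2C) catalytic fragment, aa 2-372 · Medium – HEPES buffer, pH 7.5, plus ascorbate · Reagent – H3K9me3 peptide with Fe(II)/2OG · Compound – one test concentration per compound · Timing – 30 min reaction, 60 min detection, RT · Technique – TR-FRET with Eu antibody and ULight streptavidin, EDTA stop · Read-out basis – inhibition from TR-FRET ratio decrease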
Tcruzi prolif = blocks T. cruzi growth in NIH3T3 culture; inhibition, % at 8.34 µM; AID 624255; 77,000 compounds, 5.9% hits; T. cruzi beta-gal in NIH3T3, GalScreen luminescence, 90 h;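 active means mean inhibition above about 93%, with at least 55% of replicates each passing it, limit read from the data, passing the limit was not always enough; inconclusive means only one of those two conditions holds; inactive means neither condition holds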
The depositor's hits bear a star; ? = inconclusive; . = not tested or not shown.

Sample of the layout (2 entries):
SMILES	Pf Dd2 inh	C diff growth	GASC1 inh	Tcruzi prolif
Cc1ccc(S(=O)(=O)N[C@H]2CC[C@H](CCNC(=O)c3ccc4c(c3)OCO4)O[C@@H]2CO)cc1	-21	4	1.2	-62
COc1ccc(S(=O)(=O)Nc2ccc3c(c2)C(=O)N([C@@H](C)CO)C[C@@H](C)[C@@H](CN(C)C(=O)NC2CCCCC2)OCCCC[C@@H](C)O3)cc1	-71	-6	-0.1	67

The list itself, from the start:
SMILES	Pf Dd2 inh	C diff growth	GASC1 inh	Tcruzi prolif
Cc1ccc(S(=O)(=O)N[C@H]2CC[C@H](CCNC(=O)c3ccc4c(c3)OCO4)O[C@@H]2CO)cc1	-21	4	1.2	-62
COc1ccc(S(=O)(=O)Nc2ccc3c(c2)C(=O)N([C@@H](C)CO)C[C@@H](C)[C@@H](CN(C)C(=O)NC2CCCCC2)OCCCC[C@@H](C)O3)cc1	-71	-6	-0.1	67
C[C@H](CO)N1C[C@H](C)[C@@H](CN(C)C(=O)Nc2ccc(C(F)(F)F)cc2)Oc2c(NC(=O)C3CCCCC3)cccc2C1=O	-22	5	-0.5	26
C[C@@H]1CN([C@@H](C)CO)C(=O)c2cc(NC(=O)CCCN(C)C)ccc2O[C@@H]1CN(C)Cc1ccc(Cl)c(Cl)c1	-12	8	2.5	23
CC(C)CC#Cc1ccc2c(c1)O[C@@H](CN(C)C(=O)NC(C)C)[C@@H](C)CN([C@@H](C)CO)S2(=O)=O	-3	7	-2.1	55
C[C@@H]1CN([C@@H](C)CO)C(=O)c2c(c3ccccc3n2C)-c2ccccc2CO[C@@H]1CN(C)C(=O)Nc1ccc(F)cc1	-33	-12	-0.8	-18
O=C([C@H]1[C@H](CO)[C@H]2Cn3c(ccc(C4=CCCC4)c3=O)[C@H]2N1CC1CC1)N1CCCCC1	.	-1	-1.1	-3
C[C@@H]1CN([C@@H](C)CO)C(=O)CCCn2nncc2CO[C@H]1CN(C)C(=O)Nc1ccccc1F	3	-3	.	0
C[C@H](CO)N1C[C@H](C)[C@@H](CN(C)CC2CCCCC2)Oc2c(NC(=O)C3CCOCC3)cccc2C1=O	-15	3	-0.2	9
CC(C)C#Cc1cnc2c(c1)C(=O)N([C@H](C)CO)C[C@@H](C)[C@@H](CN(C)Cc1cncnc1)O2	16	0	0.0	-33
O=C(NCC[C@@H]1CC[C@H](NS(=O)(=O)c2ccccc2)[C@H](CO)O1)c1ccccc1F	-21	4	1.3	26
O=C(C[C@H]1CC[C@H](NC(=O)CN2CCOCC2)[C@@H](CO)O1)NCc1cccc(F)c1	7	.	1.0	29
C[C@@H]1CN([C@H](C)CO)C(=O)c2cc(-c3cccnc3)cnc2O[C@H]1CN(C)C(=O)C1CC1	30	4	1.5	25
CCC(=O)N(C)C[C@H]1Oc2ncc(-c3ccccc3C)cc2C(=O)N([C@H](C)CO)C[C@@H]1C	42	-6	-1.3	-10
O=C(O)[C@H]1[C@H](CO)[C@H]2Cn3c(ccc(C4=CCCCC4)c3=O)[C@H]2N1C(=O)Cc1cccnc1	13	-3	-2.5	.
COc1cccc(-c2cn(CC[C@H]3CC[C@@H](NS(=O)(=O)Cc4ccccc4)[C@@H](CO)O3)nn2)c1	-56	.	-0.6	45
CO[C@@H]1CN(C)C(=O)c2cc(NC(=O)c3nc4ccccc4s3)ccc2OC[C@H](C)N(Cc2cccnc2)C[C@H]1C	-41	-24	2.8	.
O=C(C[C@@H]1C=C[C@@H](NC(=O)C2CCC2)[C@H](CO)O1)NCc1ccccc1Cl	10	1	3.6	.
C[C@@H]1CN([C@@H](C)CO)C(=O)CCCn2nncc2CO[C@H]1CN(C)S(=O)(=O)c1ccc(C#N)cc1	-1	2	2.2	.
COc1ccc2c3c(n(C)c2c1)[C@H](CO)N(C(=O)Cc1ccccc1)CC31CCN(C(=O)Cc2ccccc2)CC1	-78	18	-0.7	.
C[C@H]1CN([C@@H](C)CO)C(=O)CCCn2nncc2CO[C@@H]1CN(C)Cc1ccc2c(c1)OCCO2	-8	.	1.3	-18
C[C@H](O)C#Cc1ccc([C@@H]2[C@@H](CO)N3CCCCN(S(=O)(=O)Cc4ccccc4)C[C@H]23)cc1	-33	-3	-1.8	45
C[C@@H]1CN([C@@H](C)CO)C(=O)c2cc(NS(=O)(=O)c3cn(C)cn3)ccc2O[C@@H]1CN(C)S(=O)(=O)c1ccc(F)cc1	4	.	-2.1	95
COc1ccc2c3c([nH]c2c1)[C@H](CO)N(C(=O)C1CCOCC1)CC31CN(Cc2cccc(F)c2)C1	-6	-13	-0.3	.
CCC(=O)N1C[C@@H](C)[C@H](OC)CN(C)C(=O)c2cc(NC(=O)c3ccccc3)ccc2OC[C@H]1C	15	.	0.7	-29
C[C@@H]1CCCCO[C@H](CN(C)C(=O)NC2CCCCC2)[C@@H](C)CN([C@@H](C)CO)C(=O)c2cc(NC(=O)c3ccncc3)ccc2O1	-18	-5	0.6	40
C[C@H]1CCCCO[C@@H](CN(C)C(=O)NC2CCCCC2)[C@@H](C)CN([C@@H](C)CO)C(=O)c2cc(NC(=O)C3CCCCC3)ccc2O1	-79	8	0.0	75
COc1ccccc1-c1ccc2c(c1)[C@H]1[C@H](CCN1S(=O)(=O)c1ccccc1F)[C@H](CO)N2	-30	39	-0.3	80
COC(=O)C[C@H]1CC[C@@H]2[C@@H](COc3ccc(NC(=O)Nc4c(C)noc4C)cc3C(=O)N2C)O1	1	5	4.7	15
CO[C@@H]1CN(C)C(=O)c2cc(NC(=O)C3CC3)ccc2OC[C@H](C)N(Cc2ccc(F)cc2)C[C@@H]1C	.	.	-0.1	-8
C[C@H](CO)N1C[C@H](C)[C@H](CN(C)S(=O)(=O)c2ccc(F)cc2)Oc2c(NS(=O)(=O)c3ccc(Cl)cc3)cccc2C1=O	-21	67	0.8	46
C[C@H](CO)N1C[C@H](C)[C@@H](CN(C)Cc2ccccc2)Oc2c(NS(=O)(=O)c3ccc(Cl)cc3)cccc2C1=O	25	0	0.8	44
CC(C)NC(=O)N(C)C[C@H]1Oc2cc(-c3cccnc3)ccc2S(=O)(=O)N([C@H](C)CO)C[C@@H]1C	26	0	1.1	11
CC(C)NC(=O)NCC[C@@H]1CC[C@H](NS(=O)(=O)c2ccc(Oc3ccccc3)cc2)[C@H](CO)O1	7	.	2.5	34
CNC[C@H]1Oc2cc(-c3ccc(C#N)cc3)ccc2S(=O)(=O)N([C@H](C)CO)C[C@@H]1C	-42	.	-4.2	.
C[C@@H]1CCCCO[C@H](CN(C)C(=O)CCC(F)(F)F)[C@H](C)CN([C@@H](C)CO)C(=O)c2cc(NC(=O)Nc3ccc4c(c3)OCO4)ccc2O1	-20	-9	?	30
O=C(Cc1cccnc1)N[C@H]1CC[C@H](CCn2cc(Cc3ccccc3)nn2)O[C@@H]1CO	17	-4	-1.6	13
COCC(=O)N(C)C[C@@H]1Oc2cc(C#CC(C)(C)O)ccc2S(=O)(=O)N([C@@H](C)CO)C[C@@H]1C	2	0	-0.2	.
COc1ccc2c3c([nH]c2c1)[C@@H](CO)N(Cc1ccc(F)cc1)CC31CN(Cc2ccccn2)C1	?	8	0.3	.
COCC#Cc1ccc([C@@H]2[C@H](CO)N3CCCCN(Cc4ccncc4)C[C@@H]23)cc1	3	2	2.2	17
C[C@H]1CN([C@@H](C)CO)C(=O)c2cc(NS(=O)(=O)c3ccc(F)cc3)ccc2O[C@H]1CN(C)C(=O)Nc1cccc2ccccc12	-11	-3	-0.4	46
C[C@H](CO)N1C[C@H](C)[C@H](CN(C)CC2CCCCC2)OCCCC[C@H](C)Oc2ccc(NC(=O)c3ccncc3)cc2C1=O	-4	.	0.3	80
CN1CCN(C(=O)C[C@H]2C=C[C@H](NC(=O)c3ccc4c(c3)OCO4)[C@H](CO)O2)CC1	14	4	1.9	5
C[C@@H]1CN([C@H](C)CO)C(=O)c2cc(NS(=O)(=O)c3ccccc3)ccc2O[C@H]1CN(C)S(=O)(=O)c1cccs1	-46	2	2.1	4
C[C@@H]1CN([C@H](C)CO)C(=O)c2cc(NC(=O)Nc3ccccc3)ccc2O[C@@H]1CN(C)Cc1ccc(C(F)(F)F)cc1	0	0	-1.1	29
CC=Cc1ccc2n(c1=O)C[C@@H]1[C@@H](CO)[C@H](C(=O)N[C@@H](C)c3ccccc3)[C@H]2N1Cc1cncnc1 (mixture of isomers)	-6	-3	1.8	16
CC(C)NC(=O)N(C)C[C@H]1Oc2c(NC(=O)CCCCCC(=O)Nc3ccccc3N)cccc2C(=O)N([C@@H](C)CO)C[C@H]1C	-70	9	-1.0	.
O=C(CN1CCOCC1)N1CC(=O)N2[C@H](C1)[C@H](c1ccc(/C=C/c3ccccc3)cc1)[C@@H]2CO	-57	-7	0.3	.
O=C(NC1CCCCC1)[C@H]1[C@H](CO)[C@H]2Cn3c(cccc3=O)[C@H]2N1C(=O)CC1CC1	-12	1	0.2	69
CNC[C@@H]1Oc2c(NC(=O)c3cc(C)nn3C)cccc2C(=O)N([C@@H](C)CO)C[C@@H]1C	13	1	-0.1	.
Cc1ccc(S(=O)(=O)N[C@@H]2CC[C@@H](CCNC(=O)Nc3ccc(Cl)cc3)O[C@@H]2CO)cc1	-11	1	-0.6	30
CC=Cc1ccc2n(c1=O)C[C@H]1[C@H](CO)[C@@H](C(=O)N(C)C)[C@@H]2N1Cc1cc(F)ccc1F (mixture of isomers)	.	1	2.7	20
CC(C)CC#Cc1ccc([C@@H]2[C@H](CO)N3CCCCN(C(=O)NC4CCCC4)C[C@@H]23)cc1	-36	19	-0.5	31
COc1ccccc1S(=O)(=O)N[C@H]1CC[C@H](CC(=O)N2CCOCC2)O[C@H]1CO	3	1	-0.1	-21
COc1ccc(NC(=O)Nc2ccc3c(c2)CC(=O)N([C@@H](C)CO)C[C@H](C)[C@H](CN(C)C(=O)Nc2ccc(F)cc2)O3)cc1	25	0	0.4	40
CCC(=O)N1CC(=O)N2[C@H](CO)[C@H](c3ccc(C#Cc4cccnc4)cc3)[C@H]2C1	-18	-10	-0.2	.
O=C(C[C@H]1CC[C@@H](NC(=O)Nc2ccc(F)cc2)[C@H](CO)O1)NCc1cccc(F)c1	.	1	-1.6	.
N#C[C@H]1[C@@H](c2ccccc2-c2ccccc2F)[C@H](CO)N1C(=O)c1ccccn1	21	0	13	.
C[C@@H]1CN([C@H](C)CO)C(=O)c2cccc(NC(=O)NC3CCCCC3)c2O[C@@H]1CN(C)Cc1ccc(C(=O)O)cc1	-14	6	2.7	48
CCCC(=O)Nc1ccc2c(c1)C(=O)N(C)C[C@H](OC)[C@@H](C)CN(Cc1ccccc1)[C@@H](C)CO2	-45	4	-0.8	56
Next part:
SMILES	Pf Dd2 inh	C diff growth	GASC1 inh	Tcruzi prolif
C[C@H]1CN([C@@H](C)CO)C(=O)c2cc(NS(=O)(=O)c3cn(C)cn3)ccc2O[C@@H]1CN(C)C(=O)Nc1ccc(F)cc1	38	.	-0.2	46
O=C(C[C@@H]1C[C@H]2c3cc(NC(=O)CC4CC4)ccc3O[C@H]2[C@H](CO)O1)NCc1ccc(Cl)cc1	-57	.	1.5	2
COC(=O)C[C@@H]1C[C@H]2c3cc(N(C)C)ccc3O[C@H]2[C@H](CO)O1	-7	0	.	61
COCC(=O)N1C[C@@H](C)[C@@H](OC)CN(C)C(=O)c2ccc(NC(=O)c3cnccn3)cc2OC[C@H]1C	-32	.	18	16
O=C(C[C@H]1CC[C@H]2[C@@H](COC[C@@H](O)CN2C(=O)c2ccncc2)O1)NC1Cc2ccccc2C1	10	-1	-3.2	0
CCCNC(=O)N1CC(=O)N2[C@@H](CO)[C@H](c3ccc(C#CCC4CCCC4)cc3)[C@@H]2C1	-35	-12	-0.1	.
C[C@@H]1CN([C@@H](C)CO)C(=O)Cc2cc(NC(=O)CCN3CCOCC3)ccc2O[C@@H]1CN(C)Cc1ccc(-c2ccccc2)cc1	-28	9	-1.3	-12
Cc1noc(C)c1NC(=O)Nc1cccc2c1O[C@@H](CN(C)Cc1ccncc1)[C@H](C)CN([C@@H](C)CO)C2=O	8	-3	1.4	110*
C[C@H](CO)N1C[C@H](C)[C@H](CN(C)S(=O)(=O)c2cccc(F)c2)Oc2ncc(C#CC3CCCC3)cc2C1=O	-41	-5	-2.0	100
CCC(=O)N(CC(C)C)C[C@@H]1[C@@H](c2ccccc2)[C@@H](CO)N1S(C)(=O)=O	1	3	0.3	.

2 records picked at random from the list so far:
SMILES	Pf Dd2 inh	C diff growth	GASC1 inh	Tcruzi prolif
COCC(=O)N1C[C@@H](C)[C@@H](OC)CN(C)C(=O)c2ccc(NC(=O)c3cnccn3)cc2OC[C@H]1C	-32	.	18	16
COC(=O)C[C@@H]1C[C@H]2c3cc(N(C)C)ccc3O[C@H]2[C@H](CO)O1	-7	0	.	61

Compounds as they come; any-hit rate near 7%.
